SENP8 block = blocks human SENP8 cleavage of Nedd8 substrate. Q96LD8. recombinant SENP8, Nedd8 substrate fluorescence. inhibition, % at 20 µM. 360,000 tested, 0.64% active. AID 602440; in the data active = inhibition mostly above about 40%, no sharp cut-off; inactive = mostly below about 27%
Target sequence (Q96LD8 whole entry, looked up): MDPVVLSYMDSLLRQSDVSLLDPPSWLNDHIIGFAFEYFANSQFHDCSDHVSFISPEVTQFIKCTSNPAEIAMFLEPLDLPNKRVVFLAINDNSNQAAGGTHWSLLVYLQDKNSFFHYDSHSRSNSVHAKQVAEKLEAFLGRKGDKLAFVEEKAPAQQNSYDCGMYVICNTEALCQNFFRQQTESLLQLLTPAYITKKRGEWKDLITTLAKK
ATG4B inhibitor = inhibitors of human ATG4B cysteine protease. Q9Y4P1. ATG4B cleavage of LC3-PLA2, NBD-HPC fluorescence, 1 h. inhibition, % at 8.33 µM. 340,000 tested, 0.51% active. AID 504462; in the data active = inhibition above about 40%
Target sequence (Q9Y4P1 whole entry, looked up): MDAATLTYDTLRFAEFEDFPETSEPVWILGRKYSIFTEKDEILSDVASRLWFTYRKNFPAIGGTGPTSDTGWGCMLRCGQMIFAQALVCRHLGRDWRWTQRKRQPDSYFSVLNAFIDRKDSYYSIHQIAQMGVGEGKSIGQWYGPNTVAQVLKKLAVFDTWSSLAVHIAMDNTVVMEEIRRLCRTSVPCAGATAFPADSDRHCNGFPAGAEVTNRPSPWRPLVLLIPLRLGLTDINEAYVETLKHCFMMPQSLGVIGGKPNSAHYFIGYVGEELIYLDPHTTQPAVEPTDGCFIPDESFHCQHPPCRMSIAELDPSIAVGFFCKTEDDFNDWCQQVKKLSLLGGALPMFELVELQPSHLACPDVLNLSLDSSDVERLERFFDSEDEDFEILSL
NR3A LBD binder = NR3A (human) ligand-binding domain modulation | NR3A LBD differential scanning fluorimetry, Tm shift; 0% = protein alone, 100% = glycine-bound protein | Tm shift relative to glycine control, % at 25 µM | 340,000 tested, 2.5% active | AID 1259313;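 active = melting temperature shift of at least 10% of the positive control shift, at one fixed dose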
SENP6 block = SENP6 protease inhibition; inhibition, % at 10 µM; 330,000 tested, 1.8% active; Recombinant SENP6 catalytic domain, aminoluciferin luminescence;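 active = inhibition above about 50% at the single tested dose, limit read from the data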;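 note: plate controls were DMSO wells with enzyme for no effect and DMSO wells lacking enzyme for full effect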
hIAP activ = human IAP activation. P09923. purified human IAP, CDP-Star luminescence, 30 min; stronger effect = higher value; 1 = vehicle-only enzyme, 0 = enzyme-free background. activation factor at 10 µM. 330,000 tested, 0.16% active;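 active = activation factor of the enzyme at least 2-fold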; note: the source names both 10 and 20 µM as test concentration; values of inactives mirror those of a sister screen read the other way
PfG6PD inh = PfG6PD (Plasmodium falciparum) enzyme inhibition; 350,000 tested, 0.78% active; inhibition, % at 20 µM; AID 504690; PfGluPho enzyme, NADPH resazurin-diaphorase fluorescence;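 active = inhibition reaching at least a set limit at 20 µM in the primary screen, cut at about 59% in these data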;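 note: 0% = DMSO wells with substrate and 100% = DMSO wells lacking glucose-6-phosphate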
SENP1 FRET inh = inhibitors of human SENP1 SUMO protease catalytic domain. 360,000 tested, 0.21% active. inhibition, % at 10 µM. Q9P0U3. recombinant SENP1 catalytic domain, CyPet-SUMO1-YPet FRET cleavage;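 active = inhibition at least 30% at 10 µM, raw YFP signal under a set limit, fluorescence ratio 0.5 to 1.5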;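 note: 0% = enzyme with DMSO and 100% = no enzyme wells; some results filed as inactive read as strong as hits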
Target sequence (Q9P0U3 419-644 limits assumed): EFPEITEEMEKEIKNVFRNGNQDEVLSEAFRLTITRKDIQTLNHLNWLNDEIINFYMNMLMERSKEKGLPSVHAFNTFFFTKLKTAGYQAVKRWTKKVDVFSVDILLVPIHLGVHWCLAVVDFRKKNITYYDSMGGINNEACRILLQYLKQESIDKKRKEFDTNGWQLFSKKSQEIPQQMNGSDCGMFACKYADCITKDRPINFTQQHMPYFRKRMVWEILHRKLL
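material = recombinant human SENP1 catalytic domain, His6-tagged | quantity = 20 pM enzyme | reagent = 25 nM SUMO1 FRET substrate | compound dosing = 10 µM single point, 0.5% DMSO | timing = 50 min enzyme reaction, room temperature, light-protected | detection = FRET, CFP and YFP emission | control set = no-enzyme low, enzyme-DMSO high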
MPTP inh = inhibitors of mitochondrial permeability transition pore | isolated mouse mitochondria, Ca2+ swelling absorbance, 30 min | inhibition, % at 10 µM | 360,000 tested, 1.4% active;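 active = inhibition of 50% or more, scaled per plate between neutral and stimulator controls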;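 note: 0% = DMSO wells given calcium and 100% = 1 mM EGTA wells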
Numbers without * were called inactive; nt = no result given. Rows were taken by chance (roughly 6.7% active in at least one column).

A first look, 3 compounds:
SMILES	SENP8 block	ATG4B inhibitor	NR3A LBD binder	SENP6 block	hIAP activ	PfG6PD inh	SENP1 FRET inh	MPTP inh
NC1=NC(=Nc2cccc(S(N)(=O)=O)c2)c2ccccc21	19	-8	0	0	0.87	10	4	1.9
CC(=O)OC1CCC2(C)C(=CCC3C2CCC2(C)C3CC3OC4(CCC(C)CN4)C(C)C32)C1 (configuration not stated)	51*	7	-2	-8	0.91	-5	2	1.1
c1ccc(-c2noc(CN3CCN(c4cnccn4)CC3)n2)cc1	-21	-2	0	-12	1	-15	2	-1.2

This part in full, from the start:
SMILES	SENP8 block	ATG4B inhibitor	NR3A LBD binder	SENP6 block	hIAP activ	PfG6PD inh	SENP1 FRET inh	MPTP inh
NC1=NC(=Nc2cccc(S(N)(=O)=O)c2)c2ccccc21	19	-8	0	0	0.87	10	4	1.9
CC(=O)OC1CCC2(C)C(=CCC3C2CCC2(C)C3CC3OC4(CCC(C)CN4)C(C)C32)C1 (configuration not stated)	51*	7	-2	-8	0.91	-5	2	1.1
c1ccc(-c2noc(CN3CCN(c4cnccn4)CC3)n2)cc1	-21	-2	0	-12	1	-15	2	-1.2
CC(=O)N1N=C(c2cccc(Cl)c2)OC1c1ccc(C(C)C)cc1 (configuration not stated)	6	-6	1	-9	1.2	-5	-1	-0.1
CS(=O)(=O)N(CC(=O)Nc1ccccc1Sc1ccccc1)c1cccc(Br)c1	9	-6	-10	13	0.82	6	2	1.7
CCN(CC(=O)Nc1c(F)cccc1F)C(=O)c1ccc(N2CCOCC2)c([N+](=O)[O-])c1	9	5	-2	-1	0.91	-8	1	0.9
O=C(/C=C/c1ccc(Cl)c([N+](=O)[O-])c1)NCc1cccnc1	14	-10	1	-25	1	1	0	-1.4
O=C(CN1C(=O)c2cccc3cccc1c23)Nc1cccnc1	-394	7	2	5	1.2	-14	-29	1.5
CCCCSc1nc(CCC)cc(=O)[nH]1	17	7	1	-3	0.81	11	0	1.6
C=CCOC(=O)C1=C(C)OC(N)=C(C#N)C1c1c(C)nn(-c2ccccc2)c1Cl (configuration not stated)	-4	6	-4	-10	1.2	24	-5	1.1
CN(C)c1ccc(C=Nc2cnn(C)c2C(N)=O)cc1	-49	5	-1	73*	0.99	8	-63	0.7
CCn1c(SCC(=O)Nc2cc(NC(C)=O)ccc2OC)nnc1-c1cccnc1	13	-1	-10	7	0.88	-3	1	-1.2
COC(=O)c1ccc(NC(=O)Cn2nc(C(=O)Nc3ccc(C)cc3)ccc2=O)cc1	16	5	0	17	1	-11	3	-2.7
CCCC(C(=O)OCCN(CC)CC)(c1ccccc1)c1ccccc1	7	0	-1	-10	0.88	11	1	86*
O=S(=O)(Nc1nc2ccccc2nc1Nc1ccc(N2CCOCC2)cc1)c1cc(Cl)ccc1Cl	-35	-1	20*	14	0.98	-5	-27	86*
Cc1ccc(-c2nn(-c3ccccc3)cc2C(=O)Nc2ccc(C)c(S(=O)(=O)N3CCOCC3)c2)cc1	13	-9	8	-8	0.99	18	0	4.3
O=C(c1cccc(S(=O)(=O)Nc2cccc(C(F)(F)F)c2)c1)N1CCOCC1	20	-5	2	-8	1.1	-6	3	-0.1
C[C@@H]1CN([C@H](C)CO)S(=O)(=O)c2ccc(C#CC3CCCCC3)cc2O[C@H]1CN(C)C(=O)Cc1ccncc1	-4	nt	nt	nt	nt	44	-31	-2.5
Cc1ccc(CNC(=O)C23CN(Cc4ccccc4)CC2C(c2ccc([N+](=O)[O-])cc2)=NO3)o1 (configuration not stated)	15	7	-3	9	0.84	21	1	-0.2
COc1cccc(NC(=O)CN(C)C(=O)Cn2c(=O)oc3ccccc32)c1	9	0	-1	-7	1.1	-10	-1	0.3
CC(C(=O)OCC(=O)N1CCN(c2ccccc2)CC1)N1C(=O)c2ccccc2C1=O (configuration not stated)	12	7	-1	-6	1	-14	2	0.8
COc1ccccc1N1CCN(S(=O)(=O)c2c(C(=O)N3CCOCC3)c(C)n(C)c2C)CC1	11	2	-1	3	1.2	-5	0	-0.6
COCCn1c(N)c(C(=O)Nc2sc3c(c2C(=O)OC)CCCC3)c2nc3ccccc3nc21	-148	-7	0	20	0.84	22	-37	1.0
O=C(NCCC1CCCCN1S(=O)(=O)c1ccccc1)C(=O)NC1CCCC1 (configuration not stated)	20	-2	-2	-16	0.99	5	0	0.2
CCCOc1ccc(/C=C/C(=O)NCc2ccccc2)cc1	10	18	12*	-23	1.1	-2	2	-0.9
O=C(O)COc1ccccc1C=NNC(=O)c1ccccc1NS(=O)(=O)c1cccs1	-284	-4	-7	2	0.99	-13	-1	0.5
N=c1ccn(Cc2ccc(F)cc2)cc1	2	1	1	-2	0.88	-15	3	0.7
CCc1ccc(N(CC(=O)Nc2ccc(OC)cc2OC)S(C)(=O)=O)cc1	23	2	0	-23	1	-18	1	2.3
CCN(CC(=O)NCc1ccc(Cl)cc1)S(=O)(=O)c1ccc(F)cc1	9	4	-1	9	1	12	0	-0.5
CCc1nnc(NC(=O)Cc2ccc(S(=O)(=O)N3CCCCC3)cc2)s1	9	-37	0	-10	0.93	-5	0	-0.4
CCc1ccccc1NC(=O)NC1CC2CCC(C1)N2Cc1cccs1 (configuration not stated)	10	12	-2	-9	1	-11	-2	-0.7
CC(=O)c1ccc(S(=O)(=O)N2CCCCC2C(=O)O)cc1 (configuration not stated)	4	-2	0	-18	1	-21	1	-0.9
O=C(CSCc1ccc([N+](=O)[O-])cc1)NC1CC2CCC1C2 (configuration not stated)	10	-5	1	5	0.83	5	1	0.2
COC(=O)c1ccc(CNC(=O)COC(=O)c2ccccc2-c2ccccc2)cc1	11	0	2	-11	0.86	5	2	-2.1
CCOC(=O)c1cnc2c(Cl)cccc2c1NCCN1CCOCC1	-57	11	-2	-33	0.95	-4	-7	0.4
COc1ccc(-c2nc3c(n2O)CCc2c-3no[n+]2[O-])cc1	15	-3	-1	6	0.9	26	-14	2.0
CCC(=O)N/N=C(\C)CC(=O)Nc1ccc2ccccc2c1	-18	-2	2	-8	0.91	-12	0	0.1
COCCCn1c(=O)c2ccccc2n(Cc2cc(C(=O)OC)ccc2OC)c1=O	6	-11	-1	-11	1.2	5	3	-3.1
Cc1ccc(P(=O)(O)c2ccc(C)cc2)cc1	16	-2	0	5	1	-8	3	0.0
CC1CN(C2CCN(S(=O)(=O)c3ccc4ccccc4c3)CC2)CC(C)O1 (configuration not stated)	9	-7	2	-6	0.9	4	-1	0.9

A portion taken from the entries so far, as a working copy:
SMILES	SENP8 block	ATG4B inhibitor	NR3A LBD binder	SENP6 block	hIAP activ	PfG6PD inh	SENP1 FRET inh	MPTP inh
CCC(=O)N/N=C(\C)CC(=O)Nc1ccc2ccccc2c1	-18	-2	2	-8	0.91	-12	0	0.1
COCCCn1c(=O)c2ccccc2n(Cc2cc(C(=O)OC)ccc2OC)c1=O	6	-11	-1	-11	1.2	5	3	-3.1
Cc1ccc(P(=O)(O)c2ccc(C)cc2)cc1	16	-2	0	5	1	-8	3	0.0
CC1CN(C2CCN(S(=O)(=O)c3ccc4ccccc4c3)CC2)CC(C)O1 (configuration not stated)	9	-7	2	-6	0.9	4	-1	0.9

Additional structures follow.
SMILES	SENP8 block	ATG4B inhibitor	NR3A LBD binder	SENP6 block	hIAP activ	PfG6PD inh	SENP1 FRET inh	MPTP inh
O=C(Nc1ccc(-c2nc3ccccc3[nH]2)cc1)C1CCCO1 (configuration not stated)	-95	-7	6	87*	1	-10	-1	-1.8
CCN(CC(=O)NCc1ccc(F)cc1)C(=O)/C=C/c1ccco1	-1	-2	-2	-6	1	-5	0	0.0
C#CC1(O)CCCC2C3CCC4CC(OC(C)=O)CCC4(C)C3C(=O)CC21C (configuration not stated)	11	-5	2	nt	nt	12	1	0.2
CCN(CC)CCC(c1cc(OC)c(OC)c(OC)c1)c1c(OC)cc(OC)c2ccc(=O)oc12 (configuration not stated)	-52	-7	13*	-2	1	-2	-8	0.5
Cc1cc(S(=O)(=O)Nc2ccc(C(=O)NCC3(N(C)C)CCCCC3)cc2)ccc1F	20	-11	2	-10	1.1	-1	1	-1.9
C=CCNC(=O)c1oc2ccc(S(=O)(=O)N3CCCCC3)cc2c1C	11	-7	0	-11	0.88	4	1	-1.7
COc1ccc(OC)c(N(CC(=O)NCCSCc2ccc(C)cc2)S(C)(=O)=O)c1	16	-4	0	-19	1.2	4	-1	-1.4
O=C(NC(Cc1ccccc1)C(=O)O)/C(=C/c1ccc([N+](=O)[O-])cc1)NC(=O)c1ccc(Br)o1 (configuration not stated)	7	5	-2	-14	0.93	-20	23	1.0
NC(=O)c1nsc(C(=O)N(c2cccc(F)c2)C(C(=O)NC2CCCC2)c2ccc(O)cc2)c1N (configuration not stated)	-273	4	-1	7	0.92	-10	-33	0.6
O=C(CCl)N1CCN(C(=O)C2COc3ccccc3O2)CC1 (configuration not stated)	18	-1	-2	4	0.99	-6	1	-3.0
CCOC(=O)C1CCCN(CC(=O)/C=C2/N(C)c3ccccc3C2(C)C)C1 (configuration not stated)	-371	-5	0	-15	0.94	-6	-17	-0.6
COc1ccc(CCNC(=O)CSc2nnc(Cc3cccn3C)n2C)cc1OC	13	-5	-1	8	1.2	1	1	1.4
CCCNC(=S)NC1CC2CCCC(C1)N2Cc1ccccc1OC (configuration not stated)	7	nt	nt	nt	nt	-8	-1	-1.3
Cc1cc(Cl)ccc1OCCNC(=S)NC(=O)c1cccnc1	4	5	-1	8	0.91	-27	2	2.5
COc1ccc(-c2cc(C(=O)Nc3ccc(Br)cc3)no2)cc1	10	4	1	-10	1.2	14	0	-0.6
CC(Cl)C(=O)NNC(=O)CNS(=O)(=O)c1ccccc1 (configuration not stated)	13	-5	-2	-7	1.9	0	2	-0.7
COc1ccccc1-c1cc(C(F)(F)F)nc(S(=O)(=O)CCCC(=O)O)n1	-262	-3	-2	11	1.1	-12	0	4.0
CCn1c(SCC(=O)N/N=C\c2ccccc2OCC(=O)O)nnc1-c1ccc(Cl)cc1	14	6	-3	-8	1.1	-32	2	2.3
O=C1c2c(O)cc(O)cc2O[C@@]12c1c(cc(O)c3c1O[C@H](c1ccc(O)cc1)[C@@H](O)C3)O[C@@H]2c1ccc(O)cc1	-53	-5	-7	-18	0.93	0	-7	-0.9
O=C(O)CC1c2ccccc2C=Cc2ccccc21	-20	-3	3	-8	1.1	0	3	-0.8
CCOC(=O)C1CCN(c2c(NCCCN3CCN(Cc4ccccc4)CC3)c(=O)c2=O)CC1	17	-9	3	1	0.87	-10	1	-0.3
Cc1cccc(N2CCN(S(=O)(=O)c3ccc4c(c3)n(C)c(=O)c(=O)n4C)CC2C)c1 (configuration not stated)	-88	-9	-2	-13	0.99	-5	0	5.1
Cc1ccc2nc(SCC(=O)NCc3ccc4c(c3)OCO4)nc(=O)n2c1	-6	-4	2	13	0.9	8	1	1.1
COc1ccc(OC)c(NC(=O)c2ccc(CN(c3cc(Cl)ccc3C)S(=O)(=O)c3ccccc3)cc2)c1	18	-5	-1	16	0.92	0	2	-2.2
COc1ccc(CC(=O)N/N=C(\C)c2cccc(NC(=O)C3CC3)c2)cc1	3	-1	0	0	1.2	-15	0	-0.7
CCCc1cc(=O)[nH]c(SCC(=O)Nc2oc(C)c3c(C)n[nH]c(=O)c23)n1	-4	3	-2	-10	1.3	-11	-6	-0.9
CCCCN(C(=O)C1CC(=O)N(Cc2ccc(C)cc2)C1)c1c(N)n(CC(C)C)c(=O)[nH]c1=O (configuration not stated)	7	-7	0	0	1.2	9	-1	-2.4
Cc1ccc(NC(=O)CN2C(=O)NC3(CCCc4ccccc43)C2=O)c(Cl)c1 (configuration not stated)	-1	2	1	-5	1.2	-14	-3	-2.0
Cc1ccccc1N(C(=O)c1cccs1)c1nc2ccccc2s1	-4	0	4	-20	1.1	11	-4	1.4
COc1ccc(NC(=O)c2cc3n(n2)C(C(F)(F)F)CC(c2ccco2)N3)cc1 (configuration not stated)	15	-6	-1	5	1	10	5	0.5
OCC1(Cc2ccccc2F)CCCN(CC2CCCCC2)C1 (configuration not stated)	16	6	0	17	1.1	-6	-18	0.8

Screening results: PubChem BioAssay, Sanford-Burnham Center for Chemical Genomics
